From PubChem BioAssay
Pin1 inh = qHTS Assay to Find Inhibitors of Pin1. Peptidyl-prolyl cis-trans isomerase NIMA-interacting 1 (Homo sapiens), Q13526. Pin1 FP peptide displacement, HiFluor488, 10 min. Potency, µM (series often up to 115 µM), inactives show at the highest dose activity, negative = inhibition, usual class: inhibitors. 0.009% of 390,000 active. AID 504891, 2011; active = well fitted inhibition curve with a large enough effect in the polarisation, with a control signal flat, not every such curve was filed as active; inconclusive = small, poorly fitted or top-dose-only effect, or effect the other way, or a change in a side signal; inactive = no such curve, though single readings can be large or run the other way; the % refers to the polarisation; note: potency is the fitted concentration of half-maximal effect; % is set by controls: 0 for no effect and ±100 for the full control effect
Target sequence (Q13526 whole entry, looked up): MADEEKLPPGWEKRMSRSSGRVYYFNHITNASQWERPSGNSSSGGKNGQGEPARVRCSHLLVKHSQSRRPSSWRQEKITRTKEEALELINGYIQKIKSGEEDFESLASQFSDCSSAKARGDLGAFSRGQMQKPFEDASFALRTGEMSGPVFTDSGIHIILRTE
TrxR1 inh = qHTS Assay for Inhibitors of Mammalian Selenoprotein Thioredoxin Reductase 1 (TrxR1): qHTS; recombinant rTrxR1, NADPH fluorescence consumption, selenite substrate; Potency, µM (titrated, usually from 114 µM), for inactives: at the top dose activity change, negative = inhibition, usual class: inhibitors; Thioredoxin reductase 1, cytoplasmic (Rattus norvegicus), O89049; 1% of 390,000 active; note: potency is the fitted concentration of half-maximal effect; % is set by controls: 0 for no effect and ±100 for the full control effect; nearly all actives have a fitted effect of over 65% in size
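Rat TrxR1 (90 nM in the dispensed reagent) was pre-reduced with 400 uM NADPH for 5 min at room temperature, then incubated with compound for 15 min. After 400 uM selenite was added, NADPH fluorescence (Ex 340/Em 450 nm) was followed for 8 min.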
D2 antagonist = HTS Assay for Allosteric Antagonists of the Human D2 Dopamine Receptor: Primary Screen for Antagonists; D(2) dopamine receptor (Homo sapiens), P14416; HEK293 TREx D2 cells, calcium flux, dopamine EC80; inhibition, % at 10 µM; 2% of 340,000 active; AID 485344, 2010; in the data active = inhibition above about 30%; note: 0% is about no effect
Target sequence (P14416 whole entry, looked up): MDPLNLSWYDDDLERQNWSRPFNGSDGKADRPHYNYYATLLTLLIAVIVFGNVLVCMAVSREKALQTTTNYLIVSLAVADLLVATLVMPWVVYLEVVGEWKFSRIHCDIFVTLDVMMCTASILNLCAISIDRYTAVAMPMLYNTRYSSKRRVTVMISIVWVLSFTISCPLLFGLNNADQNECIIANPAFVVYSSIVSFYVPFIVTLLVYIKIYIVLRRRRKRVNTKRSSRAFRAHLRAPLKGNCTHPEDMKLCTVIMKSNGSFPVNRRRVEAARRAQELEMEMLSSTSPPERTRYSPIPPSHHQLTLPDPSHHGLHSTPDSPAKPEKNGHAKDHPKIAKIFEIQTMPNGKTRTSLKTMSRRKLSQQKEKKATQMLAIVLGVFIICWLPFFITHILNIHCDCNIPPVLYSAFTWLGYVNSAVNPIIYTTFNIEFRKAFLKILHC
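Read-out: kinetic calcium fluorescence (1 cycle/s) in inducible HEK293 T-REx D2 cells after an EC80 dopamine addition that followed 180 s compound preincubation. Loss of the dopamine response indicates antagonism.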
D2 agonist = HTS Assay for Allosteric Agonists of the Human D2 Dopamine Receptor: Primary Screen for Agonists; D(2) dopamine receptor (Homo sapiens), P14416; HEK293 T-REx D2 cells, calcium flux agonist mode; activation, % at 2 µM; 0.53% of 340,000 active; AID 485358, 2010;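 active = activation over 3 SD above normal in the single-dose calcium agonist read, cut at about 30% in these data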; note: 0% is about no effect
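Calcium-flux readout, 1 cycle/sec over 180 s following compound pin transfer, in inducible HEK293 Trex D2 cells (force-coupled); dopamine controls included. Positive calcium responses during this window marked compounds as potential agonists.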
USP1 inh = Inhibitors of USP1/UAF1: Primary Screen | recombinant USP1/UAF1, Ub-Rhodamine cleavage fluorescence | Potency, µM (top dose mostly 57.1 µM), for inactives: at the highest dose activity change, negative = inhibition, most hits filed as inhibitors | 0.23% of 390,000 active | AID 743255, 2014; note: potency is the fitted concentration of half-maximal effect; % is set by controls: 0 for no effect and ±100 for the full control effect; nearly all actives have a fitted effect of over 60% in size; inactives centre near -12
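In this screen, compounds sit with the deubiquitinase complex (1nM) for 15 min at room temperature before Ub-Rho is added at 150nM final. Fluorescence rise is then followed for 6 reads every 60 seconds.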
TRHR PAM = qHTS for Small Molecule Agonists and Allosteric Enhancers of Human TRH Receptor: Primary Screen for Enhancers. enhancement, % at 2 µM. 0.66% of 360,000 active. TRHR cells, fluo-8 calcium fluorescence, EC20 TRH enhancement. Thyrotropin-releasing hormone receptor (Homo sapiens), P34981; in the data active = enhancement above about 30%; note: 0% is about no effect
Target sequence (P34981 whole entry, looked up): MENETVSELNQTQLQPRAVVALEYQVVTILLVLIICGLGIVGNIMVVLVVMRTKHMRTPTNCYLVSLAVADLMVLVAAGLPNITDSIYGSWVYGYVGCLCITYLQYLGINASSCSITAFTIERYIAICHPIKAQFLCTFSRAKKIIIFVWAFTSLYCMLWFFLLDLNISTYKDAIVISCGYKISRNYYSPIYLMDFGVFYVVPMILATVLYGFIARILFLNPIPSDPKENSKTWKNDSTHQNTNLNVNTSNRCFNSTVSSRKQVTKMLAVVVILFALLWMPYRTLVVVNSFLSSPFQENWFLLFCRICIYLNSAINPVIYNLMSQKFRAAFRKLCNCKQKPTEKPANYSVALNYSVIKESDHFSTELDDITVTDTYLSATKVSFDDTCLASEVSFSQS
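TRHR-expressing cells loaded with fluo-8 calcium dye were read kinetically (ex 480/em 530) during compound addition, then stimulated with an EC20 of TRH (10 nM final). Enhancement of the Gq-mediated intracellular calcium response was scored.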
IDH1 R132H inh = qHTS for Inhibitors of mutant isocitrate dehydrogenase 1 (IDH1): qHTS; IDH1-R132H enzyme, NADPH consumption, diaphorase/resazurin fluorescence; Potency, µM (doses to about 76.6 µM), for inactives: at the top dose activity change, negative = inhibition, actives largely listed as inhibitors; 0.093% of 390,000 active; AID 602179, 2012; note: potency is the fitted concentration of half-maximal effect; % is set by controls: 0 for no effect and ±100 for the full control effect; nearly all actives have a fitted effect of over 65% in size
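IDH1-R132H (0.5 ug/mL) preincubated 30 min with compound, then NADPH (0.016 mM) and alpha-KG (2 mM) added; 80 min at RT, pH 7.5. Remaining NADPH coupled via diaphorase/resazurin to fluorescence (540/590 nm); concentration-response curves normalized to no-enzyme control.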
TRHR ag = qHTS for Small Molecule Agonists and Allosteric Enhancers of Human TRH Receptor: Primary Screen for Agonists | Thyrotropin-releasing hormone receptor (Homo sapiens), P34981 | TRHR cells, calcium flux fluo-8, FDSS agonist mode | activation, % at 2 µM | 0.18% of 360,000 active | AID 493084, 2011; in the data active = activation above about 30%; note: 0% is about no effect
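TRHR-expressing cells loaded with fluo-8 calcium dye; 23 nL library compound pin-transferred, kinetic FDSS fluorescence (Ex 480/Em 530) recorded about 180 s for agonist-induced calcium release, before a 10 nM TRH EC20 addition for potentiator mode.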
TrxR1 substrate = qHTS Assay for Substrates of Mammalian Selenoprotein Thioredoxin Reductase 1 (TrxR1): qHTS; 0.01% of 390,000 active; Potency, µM (doses to about 114 µM), inactives show top-dose activity change, negative = substrate turnover; purified TrxR1 substrate turnover, NADPH consumption readout; AID 588456, 2011; Thioredoxin reductase 1, cytoplasmic (Rattus norvegicus), O89049; note: potency is the fitted concentration of half-maximal effect; % is set by controls: 0 for no effect and ±100 for the full control effect; nearly all actives have a fitted effect of over 50% in size
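Rat TrxR1, dispensed at 90 nM, was prereduced with 400 uM NADPH (final) for 5 min at ~22 deg C, then incubated with compound 15 min before 400 uM selenite. A first-read NADPH fluorescence drop versus no-compound background flagged substrates.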
* = called active by the depositor; [ ] = remark or other dose. Unless noted, calls come from the whole dose curve; as a rule, active = well fitted inhibition curve with a large enough effect; inconclusive = small, poorly fitted or top-dose-only effect; inactive = no such curve, though single readings can be large or run the other way. This is a subset; the hit share may differ from the screen's.

O=S(=O)(Cc1ccccc1Cl)N1CCN(Cc2ccc3c(c2)OCO3)CC1 was read as Pin1 inh 0.9%, TrxR1 inh 27.3%, D2 antagonist -13.6, D2 agonist -0.4, USP1 inh -19.6%, TRHR PAM -2.0, IDH1 R132H inh 6.9%, TRHR ag 2.1 and TrxR1 substrate 7.4%.
Screening Cc1ccc(S(=O)(=O)N(C)C)cc1NC(=S)N1CCN(Cc2ccc3c(c2)OCO3)CC1 returned Pin1 inh 1.1%, TrxR1 inh -0.4%, D2 antagonist 11.9, D2 agonist 0.2, USP1 inh -16.0%, TRHR PAM -1.6, IDH1 R132H inh -7.6%, TRHR ag 0.5 and TrxR1 substrate -4.2%.
For CCOC(=O)N1CCN(C(=O)COc2ccc3ccccc3c2Br)CC1 the results were Pin1 inh 0.8%, TrxR1 inh -5.7%, D2 antagonist -0.1, D2 agonist -0.4, USP1 inh -7.5%, TRHR PAM 2.4, IDH1 R132H inh 6.1%, TRHR ag 0.1 and TrxR1 substrate -9.1%.
Screening Cc1cc(C)nc(SCc2nnc(SCC(=O)Nc3nccs3)n2Cc2ccco2)n1 returned Pin1 inh 2.7%, TrxR1 inh 7.1%, D2 antagonist 26.5, D2 agonist -2.1, USP1 inh -20.2%, TRHR PAM 7.4, IDH1 R132H inh 5.5%, TRHR ag -0.2 and TrxR1 substrate 3.3%.
N#Cc1cccc(C#N)c1NCC1CCCO1 (configuration not stated) was read as Pin1 inh -9.0%, TrxR1 inh -5.3%, D2 antagonist -6.0, D2 agonist 0.5, USP1 inh -17.5%, TRHR PAM -1.3, IDH1 R132H inh 10.4%, TRHR ag 0.1 and TrxR1 substrate 193.5%[activator].
For Cc1cc(C)c(NC(=O)c2sc3nc(C)cc(C)c3c2NC(=O)c2ccccc2)c(C)c1 the results were Pin1 inh 5.3%, TrxR1 inh 9.5%, D2 agonist 0.5, USP1 inh inconclusive, TRHR PAM -1.1, IDH1 R132H inh -25.5%, TRHR ag -0.7 and TrxR1 substrate 4.3%[11.4 µM].
For CNC(=O)c1ccccc1Sc1cccc2cccc(C(=O)O)c12 the results were Pin1 inh -4.8%, TrxR1 inh 7.3%, D2 antagonist 17.4, D2 agonist 0.1, USP1 inh -16.5%, TRHR PAM -1.2, IDH1 R132H inh 6.0%, TRHR ag -0.6 and TrxR1 substrate -1.7%.
For O=C(O)c1cc(-c2cccc([N+](=O)[O-])c2)n[nH]1 the results were TrxR1 inh 17.4%[57.1 µM], D2 antagonist -0.6, D2 agonist 0.2, USP1 inh -10.6%, TRHR PAM 3.9, IDH1 R132H inh 6.4%, TRHR ag 0.4 and TrxR1 substrate -11.2%.
`CC1(C)CC(=O)c2sc(NC(=O)Cc3cccs3)nc2C1` gave Pin1 inh 4.1%, TrxR1 inh 2.1%[57.1 µM], D2 antagonist -3.1, D2 agonist 0.0, USP1 inh -2.4%, TRHR PAM 0.5, IDH1 R132H inh -4.6%, TRHR ag -0.7 and TrxR1 substrate 8.4%[57.1 µM].
`Cc1ccc2c(C(=O)CN3CCOCC3)c(C)[nH]c2c1` gave Pin1 inh -1.9%, TrxR1 inh inconclusive, USP1 inh 2.6%, TRHR PAM -4.4, IDH1 R132H inh -5.5%, TRHR ag -0.1 and TrxR1 substrate 6.7%[57.1 µM].
COC(=O)c1ccc(NC(=O)CSc2nc(C)cc(C)c2C(=O)Nc2ccccc2)cc1 was read as Pin1 inh 25.5%, TrxR1 inh 12.2%, D2 agonist 12.1, USP1 inh -3.8%, TRHR PAM -9.8, IDH1 R132H inh -6.8%, TRHR ag 1.3 and TrxR1 substrate -4.4%.
Screening Cc1cccc2cc3c(N)c(C(=O)N4CCCc5ccccc54)sc3nc12 returned Pin1 inh inconclusive, TrxR1 inh -16.9%, D2 antagonist -12.3, D2 agonist 14.7, USP1 inh inconclusive, TRHR PAM -2.2, IDH1 R132H inh 3.0%, TRHR ag 0.2 and TrxR1 substrate -11.9%.

Sorted by formula weight (ascending): three of the compounds above
N#Cc1cccc(C#N)c1NCC1CCCO1 (configuration not stated) was read as Pin1 inh -9.0%, TrxR1 inh -5.3%, D2 antagonist -6.0, D2 agonist 0.5, USP1 inh -17.5%, TRHR PAM -1.3, IDH1 R132H inh 10.4%, TRHR ag 0.1 and TrxR1 substrate 193.5%[activator].
For O=C(O)c1cc(-c2cccc([N+](=O)[O-])c2)n[nH]1 the results were TrxR1 inh 17.4%[57.1 µM], D2 antagonist -0.6, D2 agonist 0.2, USP1 inh -10.6%, TRHR PAM 3.9, IDH1 R132H inh 6.4%, TRHR ag 0.4 and TrxR1 substrate -11.2%.
For Cc1cc(C)c(NC(=O)c2sc3nc(C)cc(C)c3c2NC(=O)c2ccccc2)c(C)c1 the results were Pin1 inh 5.3%, TrxR1 inh 9.5%, D2 agonist 0.5, USP1 inh inconclusive, TRHR PAM -1.1, IDH1 R132H inh -25.5%, TRHR ag -0.7 and TrxR1 substrate 4.3%[11.4 µM].

The list goes on:
CCOc1cc(/C=N/NC(=O)c2cc(-c3ccccc3)nc3ccccc23)ccc1O was read as Pin1 inh 2.9%, TrxR1 inh 2.6%[57.1 µM], D2 antagonist 4.9, D2 agonist -1.9, USP1 inh -8.7%, TRHR PAM 8.1, IDH1 R132H inh -4.1%, TRHR ag 0.3 and TrxR1 substrate 0.5%[57.1 µM].
Screening CC(C)OC(=O)c1ccc(S(N)(=O)=O)o1 returned Pin1 inh -8.8%, TrxR1 inh -6.9%, D2 antagonist -17.6, D2 agonist 0.7, USP1 inh 0.3%, TRHR PAM 5.6, IDH1 R132H inh 7.9%, TRHR ag -1.0 and TrxR1 substrate -6.5%.
Screening O=C(O)Cc1sc(Nc2cccc3ccccc23)nc1-c1ccccc1 returned Pin1 inh -1.3%, TrxR1 inh -13.1%, D2 antagonist 16.0, D2 agonist 0.2, USP1 inh -17.9%, TRHR PAM 4.4, IDH1 R132H inh -2.4%, TRHR ag 0.3 and TrxR1 substrate 3.4%.
For C/C(N)=C(/C#N)C(=O)COC(=O)CNS(=O)(=O)c1ccc(F)c(F)c1F the results were Pin1 inh -1.0%, TrxR1 inh 16.1%, D2 antagonist 6.1, D2 agonist 0.8, USP1 inh -8.3%, TRHR PAM -2.0, IDH1 R132H inh -8.0%, TRHR ag 1.0 and TrxR1 substrate -4.7%.
`Cc1ccc(CN2C(=O)NC(Cc3c[nH]c4ccccc34)C2=O)cc1` (configuration not stated) gave Pin1 inh -4.1%, TrxR1 inh -5.5%, D2 antagonist -24.5, D2 agonist -1.7, USP1 inh -16.0%, TRHR PAM 2.7, IDH1 R132H inh 3.9%, TRHR ag -1.2 and TrxR1 substrate -8.1%.
CC(=O)c1sc(NC(=O)CN2C(=O)C3CCCCC3C2=O)nc1-c1ccccc1 (configuration not stated) was read as Pin1 inh inconclusive, TrxR1 inh 17.5%, D2 antagonist -8.4, D2 agonist 0.5, USP1 inh -9.5%, TRHR PAM 1.9, IDH1 R132H inh -6.3%, TRHR ag 1.0 and TrxR1 substrate 0.1%.
For Cc1ccc(C)c(NS(=O)(=O)c2csc(C(N)=O)c2)c1 the results were Pin1 inh -4.9%, TrxR1 inh -2.7%, D2 antagonist 11.6, D2 agonist -1.3, USP1 inh -30.9%, TRHR PAM 2.3, IDH1 R132H inh -13.9%, TRHR ag -0.3 and TrxR1 substrate -6.8%.
`O=C(Cc1ccc(F)cc1)NC1CC(=O)N(c2ccc3c(c2)OCCO3)C1` (configuration not stated) gave Pin1 inh 4.5%, TrxR1 inh 10.3%[57.1 µM], D2 agonist 0.7, USP1 inh -1.0%, TRHR PAM -5.7, IDH1 R132H inh -1.0%, TRHR ag 0.0 and TrxR1 substrate 1.8%[57.1 µM].
For COC(=O)c1n[nH]c2ccccc12 the results were Pin1 inh -5.1%, TrxR1 inh 14.6%[57.1 µM], D2 antagonist 9.4, D2 agonist 0.1, USP1 inh -24.5%, TRHR PAM -1.0, IDH1 R132H inh 5.8%, TRHR ag 0.2 and TrxR1 substrate 15.7%[57.1 µM].
Screening CCCc1cc(C(=O)N2CCCC(C(=O)c3cc(C)c(OC)c(C)c3)C2)n(C)n1 (configuration not stated) returned Pin1 inh -1.7%, TrxR1 inh 1.7%, D2 antagonist 23.8, D2 agonist -1.2, USP1 inh -9.7%, TRHR PAM 5.6, IDH1 R132H inh -3.3%, TRHR ag -0.8 and TrxR1 substrate -9.4%.
For COCCCn1c(SCc2cc(=O)[nH]c3ccccc23)nnc1-c1ccco1 the results were Pin1 inh -0.2%, TrxR1 inh inconclusive, D2 antagonist -0.4, D2 agonist -0.6, USP1 inh -22.4%, TRHR PAM 0.7, IDH1 R132H inh 0.0%, TRHR ag 0.3 and TrxR1 substrate 1.6%.
Screening NC(=O)c1ccsc1NC(=O)COC(=O)c1cc(=O)[nH]c2ccccc12 returned Pin1 inh inconclusive, TrxR1 inh 1.1%, USP1 inh -25.4%, TRHR PAM 8.0, IDH1 R132H inh 1.9%, TRHR ag -1.1 and TrxR1 substrate 4.7%.
`CCOC(=O)C1=C(C)NC(SCC(=O)O)=NC1c1ccccc1` (configuration not stated) gave Pin1 inh 18.2%, TrxR1 inh 5.7%, D2 antagonist 2.7, D2 agonist -1.2, USP1 inh -13.6%, TRHR PAM 21.3, IDH1 R132H inh -3.5%, TRHR ag -0.2 and TrxR1 substrate 6.9%[57.1 µM].
